# Screening data: PubChem BioAssay, several laboratories
# CHRM1 PAM = positive allosteric modulators of human M1 muscarinic receptor | P11229 | CHO-K1 hM1, Fluo-8 calcium fluorescence, ACh EC20; 0% = ACh EC20, 100% = maximal ACh | activation, % at 3 µM | 360,000 tested, 0.088% active | AID 588819; in the data active = activation above about 19%, passing the limit was not always enough
# M1 antag = human CHRM1 antagonism. P11229. CHO-K1 hM1, Fluo-8 calcium fluorescence, ACh EC80 antagonist. inhibition, % at 3 µM. 360,000 tested, 1.3% active. AID 588852;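 active = percent inhibition above its own plate's cutoff, namely the mean of that plate's compound wells plus 3 SD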;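 also: peak over basal fluorescence ratio during 140 s after agonist addition; 0% = ACh EC80 plus DMSO and 100% = DMSO alone without agonist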
# CHRM5 PAM = potentiates acetylcholine response at human M5 receptor | 360,000 tested, 0.3% active | P08912 | activation, % at 3 µM | CHO-K1 hM5, Fluo-8 calcium, ACh EC20 PAM; 0% = ACh EC20, 100% = ACh EC100;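 active = activation above the run cutoff, the mean activation of all test compounds plus 3 SD, cut at about 18% in these data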
# Target sequence (P08912 whole entry, looked up): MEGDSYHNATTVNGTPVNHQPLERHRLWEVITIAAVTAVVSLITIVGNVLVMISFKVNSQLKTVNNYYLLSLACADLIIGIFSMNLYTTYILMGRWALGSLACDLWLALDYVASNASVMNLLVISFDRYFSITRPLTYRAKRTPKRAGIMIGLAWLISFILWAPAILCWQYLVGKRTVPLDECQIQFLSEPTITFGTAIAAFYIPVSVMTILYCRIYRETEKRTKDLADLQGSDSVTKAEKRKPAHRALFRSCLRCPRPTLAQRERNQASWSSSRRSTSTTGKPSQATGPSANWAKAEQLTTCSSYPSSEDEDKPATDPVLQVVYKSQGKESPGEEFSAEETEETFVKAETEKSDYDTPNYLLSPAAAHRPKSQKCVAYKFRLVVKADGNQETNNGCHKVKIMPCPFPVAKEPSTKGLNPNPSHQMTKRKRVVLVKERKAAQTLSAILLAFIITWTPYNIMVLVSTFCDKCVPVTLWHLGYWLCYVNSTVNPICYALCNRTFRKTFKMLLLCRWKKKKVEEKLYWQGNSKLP
#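 Measured by: Fluo-8 calcium fluorescence; material: human M5 receptor in CHO-K1 cells; schedule: Post-acetylcholine fluorescence recording 140 s; benchmarks: low control EC20 acetylcholine (0%), high control EC100 acetylcholine (100%); read-out: Max/basal fluorescence ratio as % of EC20–EC100 ACh window; compound: single dose, 3 µM nominal final test concentration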
# M5 ag = CHRM5 agonism in calcium assay. P08912. CHO-K1 hM5 cells, Fluo-8 calcium fluorescence; 0% DMSO wells, 100% maximal acetylcholine response. 360,000 tested, 0.19% active. activation, % at 3 µM. AID 624037;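 active = activation above the run's mean over test compounds plus 3 SD, cut at about 23% in these data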;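 also: signal is peak over basal fluorescence ratio across the kinetic read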
# CHRM4 PAM = CHRM4 positive allosteric modulation | CHO-K1 hM4/Gqi5, Fluo-8 calcium fluorescence, ACh EC20; 0% = ACh EC20, 100% = maximal ACh | AID 624126 | 360,000 tested, 0.4% active | P08173 | activation, % at 3 µM;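 active = activation above its plate's cutoff, the mean activation of sample wells plus 3 SD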; also: some results filed as inactive read as strong as hits
# CHRM5 antagonist = blocks acetylcholine activation of human M5 receptor; P08912; CHO-hM5 cells, Fluo-8 calcium fluorescence, ACh EC80; inhibition, % at 3 µM; 360,000 tested, 0.59% active; AID 624040;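 active = inhibition above a per-plate cutoff, the mean of that plate's test compounds plus 3 SD, cut at about 27% in these data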;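 also: 0% = acetylcholine EC80 with DMSO and 100% = DMSO without agonist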
# M4 ag = CHRM4 agonism in calcium assay. P08173. CHO-K1 hM4/Gqi5, Fluo-8 calcium fluorescence; vehicle 0%, full acetylcholine response 100%. activation, % at 3 µM. 360,000 tested, 0.14% active. AID 624127;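 active = activation above the run mean over all test wells plus 3 SD, cut at about 32% in these data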;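 also: peak over basal fluorescence ratio per well then scaled between controls; 0% = DMSO wells and 100% = acetylcholine at EC100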
# CHRM4 antagonist = CHRM4 antagonism in calcium assay; P08173; CHO-hM4 cells, ACh EC80, Fluo-8 calcium fluorescence; inhibition, % at 3 µM; 360,000 tested, 0.73% active;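 active = inhibition above its plate's cutoff, the mean inhibition of sample wells plus 3 SD, cut at about 27% in these data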;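 also: 0% = acetylcholine EC80 with DMSO and 100% = DMSO without agonist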
# CRFBP-R2 agonist = CRF-BP/CRF-R2 complex agonism | HEK293 CRF-R2/CRF-BP, calcium dye fluorescence (FLIPR); percent of saturating CRF peptide response | 350,000 tested, 0.46% active | activation, % at 13.2 µM;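 active = activation of at least 50%, plus an integration ratio under a set limit after plate pattern correction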;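 also: plate controls were neutral control wells without compound for no effect and CRF at EC100 for full effect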
# Numbers without * were called inactive; · = not tested or not shown; & = joins results of further samples. Not all compounds are listed. The share of hits here may be higher or lower than overall.
structure,CHRM1 PAM,M1 antag,CHRM5 PAM,M5 ag,CHRM4 PAM,CHRM5 antagonist,M4 ag,CHRM4 antagonist,CRFBP-R2 agonist
CNc1c2c(nn1C)CCCC2,6.9&2.1,-3.1&-12.4,-4.8&-2.4,-3.1&0.8,-8.7&-1.4,12.5&-1.2,-0.2&1.1,9.9&-15.6,-0.6&-2.0
Cc1cccc2c1NC(=O)/C2=C\C(=O)c1cccs1,13.1,-7.1,4.8,13.1,-8.6,8.4,2.0,-5.4,2.5
O=C1Cc2c([nH]c3ccc([N+](=O)[O-])cc23)-c2ccccc2N1,1.5,-16.0,0.3,-6.4,3.8,19.3,0.7,-9.5,4.0
O=C(O)/C=C/c1ccc(O)cc1,-0.4,-8.9,0.0,1.7,-0.8,6.5,1.0,-7.1,2.9
COc1c(O)cc2c(c1O)[C@@H]1O[C@H](CO)[C@@H](O)[C@H](O)C1OC2=O (stereo not given in full),3.4,-0.2,1.3,0.6,4.8,6.0,0.7,1.5,1.5
Cn1c(=O)c2c(ncn2CCO)n(C)c1=O,3.5,-25.5,-1.9,0.9,-2.0,-0.8,0.1,2.6,0.8
COc1ccc2ccc(=O)oc2c1,0.6,-1.2,-0.4,-0.5,2.4,4.0,0.2,-1.4,0.2
CC12CCC(=O)C=C1CCC1C2CCC2(C)C1CC[C@]2(O)C(=O)CO (stereo not given in full),6.4,-13.8,-0.4,-5.0,1.8,7.5,1.3,2.1,1.7
CC1OC(CC(=O)O)CC2=C1C(=O)c1c(O)cccc1C2=O (stereo not given),2.6,46.1*,-0.5,22.7,7.5,49.2*,5.8,35.8*,-0.4
Cc1cc(C)cc(OCC2CNC(=O)O2)c1 (stereo not given),9.6,-17.8,-2.3,-0.6,-0.2,-2.7,0.2,-7.4,-1.6
COc1c(O)cc2c(c1O)[C@@H]1OC(CO)C(O)C(O)[C@H]1OC2=O (stereo not given in full),-1.6,-24.8,-1.9,10.6,-1.3,5.8,1.0,-1.6,6.1
Cc1[nH]c2ccccc2c1/C=N/NC(N)=S,7.0,-7.6,3.8,4.0,5.1,2.8,1.7,3.0,1.0
COc1ccc(-n2[nH]c3c(cnc4ccccc43)c2=O)cc1,10.0,-1.2,-7.1,-0.7,9.0,10.7,0.3,6.0,·
COc1ccc(CN2CCN(C(c3ccc(F)cc3)c3ccc(F)cc3)CC2)c(OC)c1OC,-21.6,22.1,-13.2,0.4,-17.1,12.7,9.3,9.5,-0.8
COc1ccc(/C=N/NC(=O)c2ccncc2)cc1OC,10.5,-8.7,-1.2,-3.5,4.4,12.2,0.3,0.1,0.1

# The listing continues.
structure,CHRM1 PAM,M1 antag,CHRM5 PAM,M5 ag,CHRM4 PAM,CHRM5 antagonist,M4 ag,CHRM4 antagonist,CRFBP-R2 agonist
NNC(=O)CP(=O)(c1ccccc1)c1ccccc1,0.8,-8.3,2.7,0.3,5.3,-9.0,1.0,-22.7,-2.8
O=c1ccn([C@H]2C[C@H](O)[C@@H](CO)O2)c(=O)[nH]1,-4.2,10.6,-1.8,3.3,11.0,3.4,2.6,-12.5,-0.8
C[C@@H]1C[C@H]2[C@@H]3C[C@H](F)C4=CC(=O)C=C[C@]4(C)[C@@]3(F)[C@@H](O)C[C@]2(C)[C@@]1(O)C(=O)COC(=O)C(C)(C)C,6.2,-26.0,0.2,-0.7,-1.4,3.0,0.4,1.6,1.7
O=c1cc(-c2ccc(O)cc2)oc2cc(O[C@@H]3O[C@H](CO)[C@@H](O)[C@H](O)[C@H]3O[C@@H]3OC[C@](O)(CO)[C@H]3O)cc(O)c12,7.7,-7.2,16.4,3.0,14.9,-11.3,0.5,1.5,-2.0
C=C1c2cccc(O)c2C(O)=C2C(=O)[C@]3(O)C(O)=C(C(N)=O)C(=O)[C@@H](N(C)C)[C@@H]3[C@@H](O)[C@H]12,2.5,-7.8,1.2,0.1,0.6,2.7,0.7,5.3,2.5
COC(c1ccccc1)(c1ccccc1)C(Oc1nc(C)cc(C)n1)C(=O)O (stereo not given),-0.2,-8.1,4.3,-1.2,-2.3,8.3,-0.4,6.3,-3.6
COc1ccc(/C=C/C(=O)O)cc1,1.7,-4.2,-8.5,11.6,4.6,0.0,0.9,-32.2,-0.2
C/C=C(/C)C(=O)O[C@@H]1c2cc(OC)c(OC)c(OC)c2-c2c(cc3c(c2OC)OCO3)C[C@H](C)[C@]1(C)O,14.8,-2.5,-6.2,-2.2,10.0,-2.7,-0.4,5.6,-1.0
CCCCOc1ccc(CC(=O)NO)cc1,10.1,-40.5,3.4,-0.6,2.0,1.3,0.2,-11.4,-0.4
CC(=O)Nc1ccccc1,1.6,-29.5,1.6,0.5,1.7,-3.3,1.1,-15.3,0.1
COC(=O)C1=CO[C@@H](OC2OC(CO)C(O)C(O)C2O)[C@@H]2[C@@H](C)[C@@H](O)C[C@H]12 (stereo not given in full),7.5,-11.2,0.4,2.1,4.7,7.8,0.1,4.7,0.6
C/C=C(/C)C(=O)OC1c2c(ccc3ccc(=O)oc23)OC(C)(C)C1OC(=O)/C(C)=C\C (stereo not given),-12.1,13.7,0.0,-2.1,-1.6,-2.3,2.3,-5.2,1.6
O=C(Nc1ccc(C(=O)O)c(O)c1)c1ccccc1,11.7,-8.8,6.0,-2.0,3.8,-0.4,0.5,-1.5,-0.8
O=C(O)CNC(=O)c1ccccc1,5.1,-27.5,-2.2,-0.1,-7.2,3.9,0.3,9.4,0.8
CCOC(=O)NNc1nncc2ccccc12,6.5,-24.2,-4.0,0.3,1.3,-0.3,0.9,-6.7,-1.2
COc1cc([C@H]2Oc3cc([C@H]4Oc5cc(O)cc(O)c5C(=O)[C@@H]4O)ccc3O[C@@H]2CO)ccc1O,-7.6,-20.5,-6.7,1.7,-4.6,3.3,0.9,0.1,1.7
Nc1c2c(nc3ccccc13)CCCC2O (stereo not given),10.0,-35.3,-0.4,0.2,8.5,-3.1,1.1,-21.8,0.0
COc1ccc2nc(NC(=O)Nc3ccccc3)sc2c1,-21.3,15.5,-13.1,6.8,-18.2,5.4,18.4,42.5*,2.6

# Given as labelled records: part of the list above.
O=c1ccn([C@H]2C[C@H](O)[C@@H](CO)O2)c(=O)[nH]1
  CHRM1 PAM = -4.2
  M1 antag = 10.6
  CHRM5 PAM = -1.8
  M5 ag = 3.3
  CHRM4 PAM = 11.0
  CHRM5 antagonist = 3.4
  M4 ag = 2.6
  CHRM4 antagonist = -12.5
  CRFBP-R2 agonist = -0.8
COC(=O)C1=CO[C@@H](OC2OC(CO)C(O)C(O)C2O)[C@@H]2[C@@H](C)[C@@H](O)C[C@H]12 (stereo not given in full)
  CHRM1 PAM = 7.5
  M1 antag = -11.2
  CHRM5 PAM = 0.4
  M5 ag = 2.1
  CHRM4 PAM = 4.7
  CHRM5 antagonist = 7.8
  M4 ag = 0.1
  CHRM4 antagonist = 4.7
  CRFBP-R2 agonist = 0.6
C/C=C(/C)C(=O)OC1c2c(ccc3ccc(=O)oc23)OC(C)(C)C1OC(=O)/C(C)=C\C (stereo not given)
  CHRM1 PAM = -12.1
  M1 antag = 13.7
  CHRM5 PAM = 0.0
  M5 ag = -2.1
  CHRM4 PAM = -1.6
  CHRM5 antagonist = -2.3
  M4 ag = 2.3
  CHRM4 antagonist = -5.2
  CRFBP-R2 agonist = 1.6
NNC(=O)CP(=O)(c1ccccc1)c1ccccc1
  CHRM1 PAM = 0.8
  M1 antag = -8.3
  CHRM5 PAM = 2.7
  M5 ag = 0.3
  CHRM4 PAM = 5.3
  CHRM5 antagonist = -9.0
  M4 ag = 1.0
  CHRM4 antagonist = -22.7
  CRFBP-R2 agonist = -2.8
